Screening data (PubChem BioAssay)
EBV LMP1 NFkB – Epstein-Barr LMP1 NF-kappaB reporter inhibition | LMP1-induced NF-kappaB luciferase reporter cells, luminescence | inhibition, % at 12.5 µM | 350,000 compounds, 0.69% hits | AID 504558; in the data active = inhibition above about 41%;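 note: 0% = neutral control wells and 100% = reference inhibitor control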
NCOA3 inh – human NCOA3 inhibition | 360,000 compounds, 0.17% hits | inhibition, % at 3.6 µM | Q9Y6Q9 | HEK293 GAL4-SRC3 luciferase reporter, luminescence | AID 588352;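 active = inhibition above a per-campaign cutoff, the mean of all compounds plus 3 SD, cut at about 60% in these data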;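 note: 0% = DMSO-treated cells and 100% = gossypol-treated cells at 36 µM; higher means less SRC3-driven luciferase light from the GAL4 reporter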
NOD2-RIPK2 inh – inhibitors of human NOD2-RIPK2 interaction; CHO BLA complementation NOD2-RIPK2, CCF4 ratio; O43353; 360,000 compounds, 0.38% hits; inhibition, % at 4.98 µM; in the data active = inhibition above about 21%;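 note: 0% = vehicle only and 100% = reference blocker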
Target sequence (O43353 whole entry, looked up): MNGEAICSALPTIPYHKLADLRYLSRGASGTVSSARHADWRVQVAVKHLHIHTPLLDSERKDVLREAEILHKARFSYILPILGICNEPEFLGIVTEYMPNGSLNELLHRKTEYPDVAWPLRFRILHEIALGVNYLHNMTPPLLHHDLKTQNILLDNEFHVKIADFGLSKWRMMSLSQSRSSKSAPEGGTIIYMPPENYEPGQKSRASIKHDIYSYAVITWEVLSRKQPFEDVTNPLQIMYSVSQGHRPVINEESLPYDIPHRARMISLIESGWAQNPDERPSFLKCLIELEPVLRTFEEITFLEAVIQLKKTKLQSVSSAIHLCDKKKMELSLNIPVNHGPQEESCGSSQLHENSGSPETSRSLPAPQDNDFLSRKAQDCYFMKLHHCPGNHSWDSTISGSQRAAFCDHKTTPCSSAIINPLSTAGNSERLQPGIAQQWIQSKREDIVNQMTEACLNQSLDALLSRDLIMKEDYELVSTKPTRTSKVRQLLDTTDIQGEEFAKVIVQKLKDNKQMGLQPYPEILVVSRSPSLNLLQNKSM
TLR9-MyD88 inh – blocks human TLR9 binding to MyD88; Q9NR96+Q99836; CHO BLA complementation TLR9-MyD88, CCF4 FRET ratio; inhibition, % at 4.98 µM; 340,000 compounds, 0.21% hits; AID 504734;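 active = inhibition above the mean over all tested compounds plus 3 SD, cut at about 21% in these data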;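 note: 0% = DMSO only wells and 100% = clavulanate BLA inhibitor control wells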
MC4R ag barr – activates human MC4R beta-arrestin recruitment; P32245; activation, % at 8.9 µM; U2OS MC4R beta-arrestin complementation, luminescence; percent of melanotan II response, DMSO zero; 360,000 compounds, 0.98% hits; AID 540308;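 active = activation above a per-plate cutoff, the mean activation of sample wells on that plate plus 3 SD, cut at about 8% in these data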
Target sequence (P32245 whole entry, looked up): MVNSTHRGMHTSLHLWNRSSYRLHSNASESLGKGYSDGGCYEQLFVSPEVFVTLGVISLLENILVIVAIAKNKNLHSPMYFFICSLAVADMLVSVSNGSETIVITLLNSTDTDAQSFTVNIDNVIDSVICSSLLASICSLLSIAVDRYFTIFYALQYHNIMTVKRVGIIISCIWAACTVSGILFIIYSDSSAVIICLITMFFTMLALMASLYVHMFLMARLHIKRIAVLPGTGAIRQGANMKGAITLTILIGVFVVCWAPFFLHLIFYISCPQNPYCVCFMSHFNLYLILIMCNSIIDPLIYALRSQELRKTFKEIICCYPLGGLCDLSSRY
LRH-1 inv ag – NR5A2 inverse agonism in reporter assay. HEK293T StAR-luciferase reporter, LRH-1 transfected, 24 h. AID 602396. O00482. inhibition, % at 3.6 µM. 360,000 compounds, 0.13% hits;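 active = inhibition above the mean inhibition of all tested compounds plus 3 SD, cut at about 73% in these data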;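 note: 0% = DMSO wells and 100% = reporter-only cells lacking LRH-1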
NR2F2 inh – inhibitors of human COUP-TFII (NR2F2); P24468; HEK293T NGFI-A luciferase reporter, luminescence; inhibition, % at 8.6 µM; 370,000 compounds, 0.7% hits; AID 686940;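 active = inhibition above a per-plate cutoff, mean inhibition of test wells between control levels plus 3 SD, cut at about 38% in these data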;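 note: cells cotransfected with COUP-TFII expression vector driving the NGFI-A reporter; 0% = median of COUP-TF2 test wells and 100% = reporter-only cells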
MC4R antagonist – blocks human MC4R cAMP signaling | MC4R-expressing cells, MTII-stimulated cAMP, LANCE TR-FRET | 360,000 compounds, 0.48% hits | inhibition, % at 6.5 µM | P32245;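 active = inhibition above its plate's cutoff, the mean of tested wells on that plate plus 3 SD, cut at about 29% in these data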;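 note: 0% = Melanotan II alone and 100% = Melanotan II plus saturating MCL0020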
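System: U2OS cells stably expressing human melanocortin 4 receptor (MC4R). Reagent: Melanotan II challenge after compound preincubation. Doses: 6.5 µM. Times: 30-min compound, 1-h challenge, 1-h detection, room temperature. Measured by: TR-FRET with Eu-cAMP and labeled anti-cAMP, 671 nm. Replicates: singlicate.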
ABHD5 PLIN5 PPI – ABHD5-PLIN5 protein interaction inhibition; inhibition, % at 4 µM; 360,000 compounds, 0.78% hits; AID 602281; Split G. princeps luciferase complementation, luminescence, 4 h;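 active = inhibition above the mean inhibition across every tested compound plus 3 SD, cut at about 22% in these data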;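 note: 0% = DMSO only wells and the 100% control is not disclosed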
NCOA1 inh – human NCOA1 inhibition; HEK293 GAL4-SRC1 luciferase reporter, luminescence; 360,000 compounds, 0.12% hits; inhibition, % at 3.6 µM; Q15788;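 active = inhibition above the campaign mean plus 3 SD, with each screening campaign given its own cutoff, cut at about 60% in these data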;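 note: 0% = DMSO treated cells and 100% = gossypol at 36 µM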
NCOA2 inhibitor – inhibits human steroid receptor coactivator 2; HEK293 GAL4-SRC2 luciferase reporter, luminescence; inhibition, % at 9 µM; 370,000 compounds, 0.17% hits;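 active = inhibition above the mean inhibition of all tested compounds plus 3 SD, set per campaign, cut at about 52% in these data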;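 note: 0% = DMSO treated cells and 100% = cells given Gossypol at 36 µM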
The depositor's hits bear a star; · = not tested or not shown. Some of the compounds tested; count on the stated rates, not on these rows.

EBV LMP1 NFkB,NCOA3 inh,NOD2-RIPK2 inh,TLR9-MyD88 inh,MC4R ag barr,LRH-1 inv ag,NR2F2 inh,MC4R antagonist,ABHD5 PLIN5 PPI,NCOA1 inh,NCOA2 inhibitor,Structure
1,-53,0,1,0.2,-53,-11,2,1,-43,-43,Brc1ccc2oc3c(N4CCOCC4)ncnc3c2c1
8,-11,-12,-20,0.2,9,-4,5,-4,-11,-26,C=CCNc1nc(C2(C)CC3(CC(C)OC3=O)C(=O)O2)cs1 (configuration not stated)
1,8,0,2,0.5,-3,-1,-3,-10,-9,-4,COc1ccc(CC(=O)OCC(=O)N2CCN(S(=O)(=O)c3ccc(C)cc3C)CC2)cc1OC
2,12,1,-5,-2.0,-12,21,4,-5,0,-3,Cc1cccc(C)c1NC(=O)CN(C)C(=O)CCc1nc2sc3c(c2c(=O)[nH]1)CCCC3
-2,9,-5,3,-0.7,8,9,11,-4,6,17,Cc1ccc(NC(=O)C2CC(=O)N(CCc3ccccc3)C2)c(C)c1 (configuration not stated)
1,-60,-4,7,-0.7,-38,-22,-1,-9,-29,-13,O=[N+]([O-])c1ccc2[nH]c3c(c2c1)CCCC3
7,-5,4,-13,9.9*,-6,-1,5,1,-10,-1,CCc1ccc(Nc2ncc3c(n2)CC(c2ccco2)CC3=O)cc1 (configuration not stated)
0,18,2,0,-0.6,-10,-9,9,-1,15,-13,Cc1ccc(NC(=S)N(CCN(C)C)Cc2cccs2)cc1

Six compounds already listed, ordered by the number in NOD2-RIPK2 inh, low to high:
EBV LMP1 NFkB,NCOA3 inh,NOD2-RIPK2 inh,TLR9-MyD88 inh,MC4R ag barr,LRH-1 inv ag,NR2F2 inh,MC4R antagonist,ABHD5 PLIN5 PPI,NCOA1 inh,NCOA2 inhibitor,Structure
8,-11,-12,-20,0.2,9,-4,5,-4,-11,-26,C=CCNc1nc(C2(C)CC3(CC(C)OC3=O)C(=O)O2)cs1 (configuration not stated)
-2,9,-5,3,-0.7,8,9,11,-4,6,17,Cc1ccc(NC(=O)C2CC(=O)N(CCc3ccccc3)C2)c(C)c1 (configuration not stated)
1,-60,-4,7,-0.7,-38,-22,-1,-9,-29,-13,O=[N+]([O-])c1ccc2[nH]c3c(c2c1)CCCC3
1,8,0,2,0.5,-3,-1,-3,-10,-9,-4,COc1ccc(CC(=O)OCC(=O)N2CCN(S(=O)(=O)c3ccc(C)cc3C)CC2)cc1OC
2,12,1,-5,-2.0,-12,21,4,-5,0,-3,Cc1cccc(C)c1NC(=O)CN(C)C(=O)CCc1nc2sc3c(c2c(=O)[nH]1)CCCC3
7,-5,4,-13,9.9*,-6,-1,5,1,-10,-1,CCc1ccc(Nc2ncc3c(n2)CC(c2ccco2)CC3=O)cc1 (configuration not stated)

Other entries follow.
EBV LMP1 NFkB,NCOA3 inh,NOD2-RIPK2 inh,TLR9-MyD88 inh,MC4R ag barr,LRH-1 inv ag,NR2F2 inh,MC4R antagonist,ABHD5 PLIN5 PPI,NCOA1 inh,NCOA2 inhibitor,Structure
-1,19,-8,-1,0.0,-3,16,10,5,4,-1,Cc1ccc(C(=O)OCC(=O)NCc2cc(C)c(O)c(C)c2)cc1S(=O)(=O)N1CCCCC1
0,-7,-5,-9,0.1,-14,-23,6,-3,-14,-23,C/C(CCc1ccc2c(c1)OCO2)=N\NC(=O)c1ccccc1Br
-20,-56,-1,5,-1.5,-71,-17,3,2,-45,-72,Cc1cccc(NC(=O)COc2ccccc2C)n1
3,5,0,-10,0.7,20,-3,10,6,1,13,COC(=O)[C@H]1C[C@H]1[C@@H](NC(=O)c1ccc[nH]1)c1ccccc1
-5,-7,0,0,0.1,-17,13,7,-16,-19,-10,O=C(NNc1nc(-c2ccccc2)cs1)c1ccco1
-1,3,-7,-20,-3.3,-26,-12,8,2,-4,-24,O=C(NC1CCCCC1)N1CCN(c2ccccc2Cl)CC1
-13,-14,-10,-12,-2.4,-9,-6,8,12,-1,11,COc1ccccc1OCCC(=O)OCC(=O)Nc1cc(S(=O)(=O)N(C)C)ccc1Cl
4,7,-4,3,-0.2,5,-9,-7,8,6,1,O=C(NCCN1C(=O)S/C(=C\c2ccccc2F)C1=O)C1=COCCO1
-7,12,1,-4,6.3,6,9,21,3,-1,2,Cc1[nH]nc2c1C(C(C)c1ccccc1)C(C#N)=C(N)O2 (configuration not stated)
-2,12,3,-7,-1.6,7,-24,1,2,3,-19,CSc1cccc(NC(=O)Cc2ccccc2[N+](=O)[O-])c1
-2,22,-1,5,-3.4,2,20,-6,0,-6,-7,O=C(NC(=S)Nc1ccc(S(=O)(=O)Nc2nccs2)cc1)c1ccc(Br)o1
-7,-1,-4,-1,-1.0,1,9,-1,1,-5,-13,Cc1cc(S(=O)(=O)Nc2ccc(C(=O)NCCN3CCOCC3)cc2)ccc1F
-29,-53,-5,-1,-2.0,-116,-25,2,-2,-82,-45,O=C(Nc1cccc(F)c1)c1ccc2c(c1)OCO2
-5,-34,-4,6,-0.8,-2,9,1,3,9,16,COc1cccc(/C=C2\SC(=S)N(CCCC(=O)N3CCOCC3)C2=O)c1
-12,11,-2,6,-2.4,11,27,9,1,2,11,COCCNC(=O)c1ccccc1NS(=O)(=O)c1ccc(Br)s1
1,-41,-1,1,-3.5,-4,15,-3,65*,-11,-6,Cc1ccc(Cn2c(C)nc3c(c2=O)c2nc4ccccc4nc2n3Cc2ccco2)cc1
6,-3,8,7,-0.3,7,·,-1,9,-9,·,C[C@]12c3[nH]c4cc(-c5ccco5)ccc4c3CCN1C(=O)[C@@H](CC(=O)NCCCn1ccnc1)C[C@@H]2C(=O)N1CCOCC1
10,4,-9,5,-1.4,7,14,4,-4,-17,-28,C/C(=N/NS(=O)(=O)c1ccc(F)cc1)c1ccncc1
-6,16,-14,10,-3.4,-32,1,3,2,10,-15,Cc1ccccc1NS(=O)(=O)c1nnc(NC(=O)c2ccc(Br)cc2)s1
3,-3,6,-5,-1.3,-49,9,7,-12,4,21,CCN(CC)C(=O)[C@H]1C[C@H](CC(=O)NCC23CC4CC(CC(C4)C2)C3)C(=O)N2CCc3c([nH]c4cc(CCC(=O)N(C)C)ccc34)[C@]12C
2,18,-5,8,-1.9,7,-4,3,5,-39,-17,CC(C)Oc1ccc(C(=O)Nc2c3c(nn2C(C)(C)C)CS(=O)(=O)C3)cc1
-20,22,-4,4,-0.9,16,-12,-5,2,-2,-13,CCOC(=O)CC1COCCN1Cc1cn(C)nc1-c1ccccc1F (configuration not stated)
8,4,-15,-11,0.5,6,-10,-13,2,-2,5,COc1cccc(-n2nnc3c(=O)n(CC(=O)Nc4ccccc4C)cnc32)c1
-6,-19,4,-7,-0.3,12,11,12,-4,11,-11,CCC(C)C(NC(=O)OCc1ccccc1)C(=O)NCC(c1ccccc1)N(C)C (configuration not stated)
-1,-6,-2,2,-2.5,6,17,5,5,-12,-1,O=C(OCC(=O)c1ccc(Cl)s1)c1ccc2ccccc2n1
-6,16,-7,3,2.1,-9,-14,-1,8,-3,5,CCOc1ccc(S(=O)(=O)Nc2ccc(S(=O)(=O)Nc3cc(OC)ccc3OC)cc2)cc1
-1,14,-3,-10,-2.1,4,-8,4,58*,5,12,CC1=NN(C(=O)c2ccc(Cn3nc(C)cc3C)o2)C(O)(C(F)(F)F)C1 (configuration not stated)
-1,9,-8,-1,0.0,10,20,-1,0,-3,7,CCCC(c1nnnn1Cc1ccco1)N1CCN(c2ccccc2)CC1 (configuration not stated)
0,8,3,-2,-2.3,-12,-24,-1,1,11,-4,C/C(=N\NC(=O)C(N)=O)c1ccc2c(c1)OCCO2
-16,11,-4,-2,3.0,10,-1,-27,1,-84,-9,CCC1CCCCN1C(=O)CSc1nc2c([nH]c3ccccc32)c(=O)n1C (configuration not stated)
